# Tau fibril FP – qHTS for Inhibitors of Tau Fibril Formation, Fluorescence Polarization; Microtubule-associated protein tau (Homo sapiens), P10636; K18 P301L tau heparin fibrillization, Alexa594 FP, 6 h; Potency, µM (top dose mostly 57.7 µM), inactives show at the top dose activity, negative = inhibition, actives largely listed as inhibitors; 280,000 tested, 0.39% active; note: nearly all actives have a fitted effect of over 55% in size
# Target sequence (P10636 561-689 P618L limits assumed): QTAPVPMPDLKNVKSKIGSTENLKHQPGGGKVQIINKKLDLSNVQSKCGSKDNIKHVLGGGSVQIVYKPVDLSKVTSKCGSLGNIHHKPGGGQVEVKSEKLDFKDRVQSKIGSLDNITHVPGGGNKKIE
#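 Recombinant K18 P301L […], labeled with Alexa 594 at 0.24 uM over 15 uM unlabeled; heparin inducer 20 uM final; 37 C, 6 hr; FP endpoint.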
# TR SRC2 fluor cs – Total Fluorescence Counterscreen for Inhibitors of the Interaction of Thyroid Hormone Receptor and Steroid Receptor Coregulator 2; TRb/SRC2 Texas Red total fluorescence interference; AID 1479, 2009; 280,000 tested, 0.29% active; Potency, µM (highest dose often 106 µM), inactives show top-dose fluorescence change, negative = quenching; active = well fitted curve in either direction with a large enough effect; inconclusive = small, poorly fitted or top-dose-only effect
#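 Flags fluorescent or light-absorbing compounds by total fluorescence, S + 2P, at 555 nm excitation and 632 nm emission. Mixture: 20 nM Texas Red SRC2 peptide, 0.6 uM human TRb LBD, 1 uM T3, 5% DMSO; compound exposure 5 h at ambient temperature.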
# Tau fibril ThT – qHTS for Inhibitors of Tau Fibril Formation, Thioflavin T Binding | recombinant tau K18 P301L, heparin-induced fibrillization, ThT fluorescence | Potency, µM (highest dose often 57.4 µM), for the others: top-dose activity, negative = inhibition, usual class: inhibitors | 270,000 tested, 2.1% active | AID 1460, 2008; note: nearly all actives have a fitted effect of over 55% in size
#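 Fibril formation assay: tau K18 P301L at 15 uM with trace Alexa 594 label, heparin inducer 20 uM, pH 7 sodium acetate buffer, 37 C for 6 hr; endpoint ThT signal.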
# L3MBTL1 block – qHTS Assay for the Inhibitors of L3MBTL1. Potency, µM (titrated, usually from 57.1 µM), inactives show at the highest dose activity, negative = inhibition, hits mostly inhibitors. Lethal(3)malignant brain tumor-like protein 1 (Homo sapiens), Q9Y468. AlphaScreen L3MBTL1–H3K9me1 peptide binding. 230,000 tested, 0.66% active. AID 485360, 2010; note: nearly all actives have a fitted effect of over 60% in size
#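 Displacement of a biotinylated histone H3(1-15) peptide monomethylated at Lys9 (75 nM) from L3MBTL1 (50 nM) was measured by AlphaScreen after a 30 min room-temperature compound incubation; cefsulodin titration served as intraplate control.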
# KDM4E inh – qHTS Assay for Inhibitors of Human Jumonji Domain Containing 2E (JMJD2E). JMJD2E catalytic domain, FDH-coupled NADH fluorescence (FDH is formaldehyde dehydrogenase). Potency, µM (top dose mostly 57.1 µM), for inactives: at the highest dose activity change, negative = inhibition, most hits filed as inhibitors. 230,000 tested, 1.6% active. AID 2147, 2009. Lysine-specific demethylase 4E (Homo sapiens), B2RXH2; active = well fitted inhibition curve with a large enough effect, not every such curve was filed as active; inconclusive = small, poorly fitted or top-dose-only effect, or another doubt; inactive = no such curve, though single readings can be large or run the other way;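 note: 0% = wells with enzyme and -100% = buffer wells without enzyme; nearly all actives have a fitted effect of over 50% in size; many of its hits are not listed in these tables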
# Target sequence (B2RXH2 1-337 limits assumed): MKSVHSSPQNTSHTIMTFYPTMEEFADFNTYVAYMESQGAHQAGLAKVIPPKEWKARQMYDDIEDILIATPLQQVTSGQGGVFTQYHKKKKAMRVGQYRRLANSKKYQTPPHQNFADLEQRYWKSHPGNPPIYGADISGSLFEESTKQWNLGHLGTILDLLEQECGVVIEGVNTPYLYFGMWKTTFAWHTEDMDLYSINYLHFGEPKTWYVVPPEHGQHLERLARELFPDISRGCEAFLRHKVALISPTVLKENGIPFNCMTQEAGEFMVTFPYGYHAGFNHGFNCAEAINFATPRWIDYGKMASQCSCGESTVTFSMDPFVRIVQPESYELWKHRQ
# GoLoco inh red – qHTS Assay for Inhibitors of RGS12 GoLoco Motif Activity (Red Fluorophore). Guanine nucleotide-binding protein G(i) subunit alpha-1 (Homo sapiens), P63096. Gai1:RGS12 GoLoco peptide FP, rhodamine, 10 min. Potency, µM (titrated, usually from 61.6 µM), for inactives: at the highest dose activity, negative = inhibition, actives largely listed as inhibitors. 230,000 tested, 0.44% active; active = well fitted inhibition curve with a large enough effect, not every such curve was filed as active; inactive = no such curve, though single readings can be large or run the other way; note: nearly all actives have a fitted effect of over 30% in size; many of its hits are not listed in these tables
# TRb-SRC2 inh – qHTS for Inhibitors of the Interaction of Thyroid Hormone Receptor and Steroid Receptor Coregulator 2 | Thyroid hormone receptor beta (Homo sapiens), P10828 | TRbeta-SRC2 peptide binding, fluorescence polarization; receptor liganded with 1 µM T3 | Potency, µM (highest dose often 106 µM), without a hit: top-dose activity change, negative = inhibition, actives largely listed as inhibitors | 280,000 tested, 0.065% active | AID 1469, 2008;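 note: plate controls were bound peptide for no effect and peptide without receptor for full effect; nearly all actives have a fitted effect of over 50% in size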
# Target sequence (P10828 whole entry, looked up): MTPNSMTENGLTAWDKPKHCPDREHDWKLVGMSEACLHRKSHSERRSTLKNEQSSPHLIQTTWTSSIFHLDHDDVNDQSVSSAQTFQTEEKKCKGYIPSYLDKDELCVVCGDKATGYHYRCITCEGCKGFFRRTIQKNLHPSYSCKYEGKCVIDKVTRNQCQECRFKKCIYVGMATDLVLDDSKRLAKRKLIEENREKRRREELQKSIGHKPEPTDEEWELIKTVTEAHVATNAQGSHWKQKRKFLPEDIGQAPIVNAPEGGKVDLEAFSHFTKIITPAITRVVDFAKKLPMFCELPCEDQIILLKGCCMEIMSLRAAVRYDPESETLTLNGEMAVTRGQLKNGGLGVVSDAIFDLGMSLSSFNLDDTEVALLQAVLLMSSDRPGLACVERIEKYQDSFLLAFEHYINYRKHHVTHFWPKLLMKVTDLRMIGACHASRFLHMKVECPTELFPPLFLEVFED
#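 Assay buffer: 20 mM Tris-HCl, 100 mM NaCl, 10% glycerol, 1 mM EDTA, 0.01% NP-40, 1 mM DTT, 1 uM T3, 5% DMSO; TRb LBD 0.6 uM, Texas Red SRC2 20 nM; FP after 5 hr.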
# RECQ1 inh – qHTS Assay for Inhibitors of RecQ-Like Dna Helicase 1 (RECQ1); ATP-dependent DNA helicase Q1 (Homo sapiens), P46063; RECQ1 DNA unwinding, red fluorescence kinetic read; AID 2549, 2010; 240,000 tested, 0.54% active; Potency, µM (doses to about 57.3 µM), inactives show at the top dose activity, negative = inhibition, usual class: inhibitors;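 note: plate controls were vehicle for no effect and no enzyme for full effect; nearly all actives have a fitted effect of over 30% in size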
#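 50 nM RECQ1T1 preincubated 15 min with compound in Tris pH 8.0 buffer with MgCl2, DTT, Tween-20 and 2.5 ug/ml poly(dI-dC); started with 200 nM TAMRA/BHQ-2 forked duplex and 2 mM ATP. Unwinding read as fluorescence (525/598 nm), two reads 2 h apart.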
# Numbers without * were called inactive; i = inactive; ? = inconclusive; . = not tested or not shown; [ ] = remark or other dose. Unless noted, calls come from the whole dose curve; as a rule, active = well fitted curve in the direction sought with a large enough effect; inconclusive = small, poorly fitted or top-dose-only effect, or another doubt; inactive = no such curve, though single readings can be large; an effect the other way counts as inactive or inconclusive. Unless noted, % is set by controls: 0 for no effect and ±100 for the full control effect; potency is the fitted concentration of half-maximal effect. Not all compounds are listed; count on the stated rates, not on these rows.
# Under each structure – Tau fibril FP | TR SRC2 fluor cs | Tau fibril ThT | L3MBTL1 block | KDM4E inh | GoLoco inh red | TRb-SRC2 inh | RECQ1 inh
CSc1cccc(NS(=O)(=O)c2cccc3nsnc23)c1
  5% | -2% | -12% | . | 3% | 4% | -16% | -4%
CC(OC(=O)c1cccs1)C(=O)Nc1nc(-c2ccccc2)cs1 (stereo unspecified)
  -3% | -1% | -7% | 4% | 0% | -18% | -9% | -7%
COC(=O)c1c(C)oc2ccc(NS(=O)(=O)c3cccs3)cc12
  9% | -5% | 0% | -10% | 4% | 0% | -2% | -1%
O=C(Cc1ccccc1)Nc1ccc(F)cc1
  0% | -2% | -12% | -2% | -3% | 0% | -2% | -2%
COc1cccc(CNC(=O)CC2C(=O)NCCN2Cc2ccoc2)c1OC (stereo unspecified)
  -12% | 1% | ? | 5% | -9% | 0% | 4% | i
Cc1c(Cl)cccc1N1CCn2c1nc1c2c(=O)n(CC(=O)O)c(=O)n1C
  -7% | 1% | 3% | . | . | . | 0% | .
CCOCCn1c(CN2CCCC(C)C2)nc2c1c(=O)n(C)c(=O)n2C (stereo unspecified)
  6% | -7% | -3% | . | 13% | 8% | 0% | ?
CC(C)c1[nH]nc2c1C(C(C)C)C(C#N)=C(N)O2 (stereo unspecified)
  5% | -6% | -9% | 0% | -1% | 8% | 4% | i
COc1ccc(OC)c(CN2CCCC(C(=O)c3ccccc3SC)C2)c1 (stereo unspecified)
  -5% | -3% | -5% | -2% | -5% | 12% | -5% | i
CCc1cc2c(=O)n(CCC(C)C)c(=S)[nH]c2s1
  4% | -2% | -7% | -1% | 8% | 8% | -6% | -4%
COCCOC(=O)C(CC(=O)O)NCc1ccco1 (stereo unspecified)
  0% | -5% | 3% | 14% | -27% | -48% | -3% | i
O=C(Nc1cn(-c2ccccc2)nc1-c1ccc(F)cc1)c1ccccc1
  ? | -1% | 3% | 3% | ? | 12% | -4% | -9%
CC(CCc1ccccc1)NC(=O)CCN1N=C(c2ccccc2)CCC1=O (stereo unspecified)
  0% | -2% | -3% | . | 9% | -1% | -2% | i
CCOc1cccc(C(=O)N(Cc2ccc(F)cc2)Cc2ccco2)c1
  -1% | -2% | ? | . | . | . | 1% | .
O=C(c1n[nH]c(=O)c2ccccc12)N1CCN(c2ccccc2Cl)CC1
  3% | 2% | -10% | -1% | -1% | -13% | 3% | 8%

# The results go on.
# Under each structure – Tau fibril FP | TR SRC2 fluor cs | Tau fibril ThT | L3MBTL1 block | KDM4E inh | GoLoco inh red | TRb-SRC2 inh | RECQ1 inh
CNC1=C(Br)C(=O)c2ccncc2C1=O
  ? | -9% | ? | . | 1% | 2% | -4% | 0%
CC(C)CC(=O)NC(=S)Nc1ccc(Cl)cn1
  8% | 4µM*[quencher] | 3% | 46%[activator] | -4% | 52%[activator] | -21%[53 µM] | -1%
O=C(NCC1CCCO1)C1CCN(CC2CCCCC2)CC1 (stereo unspecified)
  6% | 1% | 4% | . | -9% | 3% | 4% | 4%
Cc1ccc(N(CC(=O)NCC2CCCO2)C(=O)Cn2nnc(-c3cccs3)n2)cc1 (stereo unspecified)
  15% | 0% | ? | -1% | -2% | 13% | -3% | i
CCOC(=O)Cc1cc(=O)n2[nH]c(-c3ccc(Cl)cc3)cc2n1
  -2% | -2% | ? | . | ? | 67%[activator] | 5% | -2%
O=C(Cn1cnc2ccccc2c1=O)Nc1ccccc1N1CCOCC1
  -4% | 1% | -2% | 1% | 10% | 21% | -4% | i
Cc1cc(C)cc(N(CC(=O)NCC2CCCO2)C(=O)CCC(=O)Nc2cc(C)on2)c1 (stereo unspecified)
  1% | 2% | 2% | 0% | -6% | 0% | 1% | -5%
CN1C(=O)/C(=C/c2coc3ccc(O)cc3c2=O)SC1=S
  -2% | 7% | ? | -5% | 5% | 28% | -16% | -21%
Cc1ccc(NC(=O)c2cc(C)n(-c3cccc(C)c3)c2C)cc1
  -6% | -2% | -18% | -11% | -18% | 2% | -10% | -17%
O=C(NCCCc1nc2ccccc2n1Cc1cccc(Cl)c1)c1ccco1
  4% | ? | -3% | . | . | . | -4% | .
COc1ccc(/C=N/n2nnnc2N)cc1OC
  3% | -7% | -13% | 4% | ? | 5% | 4% | -4%
COC(=O)c1ccc2c(=O)n(CCCCCC(=O)NCCc3ccccc3)c(=O)[nH]c2c1
  -12% | 0% | 4% | . | . | . | -12% | .
CN(CC(=O)Nc1ccccc1N1CCOCC1)S(=O)(=O)c1ccc(F)cc1
  12% | 12% | -6% | 3% | 4% | 74%[activator] | 10% | -11%
COc1ccc(C(=O)NNC2=NC(C)(C)Cc3cc(C)c(C)cc32)cc1
  2% | 2% | -22% | -4% | 2% | 8% | -3% | 4%
Cc1[nH][nH]c(=O)c1N=Nc1ccc(Cl)cc1
  0% | -6% | 8.9µM* | . | 14% | 5% | 0% | -6%

# Further records
# Under each structure – Tau fibril FP | TR SRC2 fluor cs | Tau fibril ThT | L3MBTL1 block | KDM4E inh | GoLoco inh red | TRb-SRC2 inh | RECQ1 inh
O=C(NCc1ccco1)C(=O)NCC1OCCCN1S(=O)(=O)c1ccc(Cl)cc1 (stereo unspecified)
  12% | -1% | -6% | -2% | 7% | -6% | 2% | -19%
Cc1cc(N)ccc1N=Nc1c(C)n(C)n(-c2ccccc2)c1=O
  5% | 1% | ? | -5% | 3% | 8% | 8% | -9%
COc1ccc(CC(=O)O/N=C(\N)c2ccc(C)cc2)cc1
  7% | -4% | . | . | -1% | -9% | -2% | -7%
C=CCn1c(N)c(C(=O)Nc2ccccc2)c2nc3ccccc3nc21
  ? | 2% | ? | 14% | ? | 8% | -12% | -1%
CCCCC(=O)Nc1cc(OC)c(NC(=O)C2CCCCC2)cc1OC
  -3% | 1% | -7% | . | 3% | 18% | -3% | i
Cc1ccc2occ(/C=N/O)c(=O)c2c1
  1% | -2% | -15% | 8% | -8% | -7% | -11% | -3%
CN(c1ccccc1)S(=O)(=O)c1nnc(NC(=O)c2ccccc2)s1
  -1% | 1% | ? | . | . | . | 0% | .
COc1ccc(CCNC(=O)c2c(N)no[n+]2[O-])cc1OC
  -11% | -3% | 3% | -2% | -13% | -3% | 0% | 14%
Cc1cc(C(=O)Nc2cccc(C(=O)O)c2)c(C)o1
  2% | 1% | -9% | . | 3% | 8% | -2% | i
O=C(c1ccccc1F)N(Cc1cccnc1)Cc1cc2cc3c(cc2[nH]c1=O)OCCO3
  0% | -9% | -2% | 7% | 2% | -3% | 4% | -7%
Cc1c(C(=O)Nc2cccc(Cl)c2)sc2nc3n(c(=O)c12)N=C(c1cccc(Br)c1)CS3
  ? | -5% | -14% | . | . | . | -2% | .
Cc1ccc(Nc2cc(C)nc3c(C)ccc([N+](=O)[O-])c23)cc1
  12% | 0% | ? | ? | 7% | 6% | -4% | -11%
CSC1=NCCN1S(=O)(=O)c1ccc2ccccc2c1
  1% | -1% | -1% | . | -9% | 2% | -2% | i
Cc1c(NC(=O)COC(=O)C23CC4CC(CC(Br)(C4)C2)C3)c(=O)n(-c2ccccc2)n1C
  -5% | -1% | 0% | 1% | -4% | -1% | 3% | i
COc1cccc(CNC(=O)CSc2ccc(-c3cccs3)nn2)c1
  4% | -3% | 1% | 21% | -8% | 15% | 2% | i

# Following part:
# Under each structure – Tau fibril FP | TR SRC2 fluor cs | Tau fibril ThT | L3MBTL1 block | KDM4E inh | GoLoco inh red | TRb-SRC2 inh | RECQ1 inh
O=[N+]([O-])c1ccccc1/C=C/C=N/n1c(-c2ccccc2)n[nH]c1=S
  6% | 0% | ? | -1% | 1% | -10% | 1% | -12%
O=C(C1CCC1)N1CCC(c2nc3c(nnn3Cc3c(F)cccc3Cl)c(=O)[nH]2)CC1
  -2% | -4% | 6% | 4% | -4% | 2% | 0% | -5%
CC1(C)CC(=O)C2=C(C1)N=c1s/c(=C/c3ccc(F)c(F)c3)c(=O)n1C2c1ccc(F)cc1 (stereo unspecified)
  0% | 1% | -12% | 9% | 11% | 8% | 0% | -1%
CC(C)(C)NC(=O)Cn1cc(C#N)c2cc(Br)ccc21
  -2% | -2% | -7% | -1% | 3% | 4% | -6% | -7%
COc1ccc(Cl)cc1C(=O)NNC(=S)NC(=O)c1cc(-c2ccccc2)nc2ccccc12
  9% | -7% | 3% | 0% | 5% | -18% | 0% | 10%
CC1=C(C(=O)NCc2ccco2)C2(CCC(C)CC2)OC1=O (stereo unspecified)
  7% | -3% | 1% | -4% | -1% | 1% | -1% | -6%
CCCCOC(=O)Cn1c(-c2ccccc2)nc2ccccc2c1=O
  -13% | -4% | -17% | 73%[activator] | 1% | 0% | -3% | 0%
C/C(=N/Nc1ccc(Cl)cc1)c1cnnc(-c2ccccc2)n1
  4% | -2% | ? | 9% | 2% | 11% | -6% | i
Cc1cc(-c2ccccc2)nc(SC(C(=O)O)c2ccccc2)n1 (stereo unspecified)
  7% | 0% | 7% | 2% | -5% | 6% | 4% | i
CC(C)NC(=O)NCCCCCCS(C)=O (stereo unspecified)
  3% | -1% | -5% | 6% | 10% | -2% | 6% | -8%
CCOC(=O)c1cnc(SC)nc1Nc1cccc2ccccc12
  -14% | -1% | ? | 0% | -1% | -1% | 2% | 0%
O=C(CCC(=O)NCCCc1ccccc1)NCCCc1ccccc1
  -8% | -2% | 5% | ? | 0% | -26% | 0% | 1%
CCCC(=O)Nc1nnc(CCOC)s1
  3% | -1% | -5% | -1% | -3% | -10% | -13% | i
CCOC(=O)CN1C(=O)C(O)(CC(=O)c2cccc(OC)c2)c2ccccc21 (stereo unspecified)
  2% | 1% | -11% | -3% | 5% | -3% | -2% | -7%
